mcGAS inh = blocks mouse cGAS activity. Q8C6L5. recombinant cGAS, Kinase-Glo ATP depletion luminescence. inhibition, % at 12.5 µM. 160,000 tested, 0.15% active;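 note: 0% = negative control wells and 100% = reference inhibitor with no enzyme activity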
NPYLR7 agonist = activates Aedes aegypti NPYLR7 receptor; HEK293T NPYLR7/Galpha15, GCaMP6s calcium fluorescence; activation, % at 10 µM; 270,000 tested, 0.15% active; in the data active = activation above about 40%;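 note: 0% = vehicle and 100% = reference agonist at the receptor; some compounds past the cut are filed as inactive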
hcGAS inh = inhibitors of human cGAS; recombinant h-cGAS, ATP depletion, Kinase-Glo luminescence; Q8N884; 290,000 tested, 0.081% active; inhibition, % at 12.5 µM; AID 1259398;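 note: 0% = vehicle reaction and 100% = reaction without DNA for no activity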
Target sequence (Q8N884 whole entry, looked up): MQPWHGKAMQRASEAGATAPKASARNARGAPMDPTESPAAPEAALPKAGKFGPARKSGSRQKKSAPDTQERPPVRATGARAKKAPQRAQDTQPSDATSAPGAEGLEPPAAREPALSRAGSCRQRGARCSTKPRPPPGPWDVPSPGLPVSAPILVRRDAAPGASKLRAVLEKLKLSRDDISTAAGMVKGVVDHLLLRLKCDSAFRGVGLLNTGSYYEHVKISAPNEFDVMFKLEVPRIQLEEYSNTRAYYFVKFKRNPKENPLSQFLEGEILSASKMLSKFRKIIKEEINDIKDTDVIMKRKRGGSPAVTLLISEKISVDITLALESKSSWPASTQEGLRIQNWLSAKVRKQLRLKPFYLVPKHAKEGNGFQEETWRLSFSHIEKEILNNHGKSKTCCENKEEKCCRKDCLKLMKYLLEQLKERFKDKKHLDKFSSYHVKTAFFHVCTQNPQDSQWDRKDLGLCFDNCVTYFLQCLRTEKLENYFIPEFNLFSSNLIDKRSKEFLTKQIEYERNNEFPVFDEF
* hit, by the source's call; / = not tested or not shown. Cut-off read from the data, not from the text of the source, unless noted: active = inhibition above about 40%; inactive = the rest.

The first 23 entries, to show the layout:
SMILES | mcGAS inh | NPYLR7 agonist | hcGAS inh
CCC(C)CN(C)c1ccc(F)cc1CNCc1nncn1CC (stereo unspecified) | / | 2.5 | 0.5
COc1ccccc1CN(CCc1c[nH]c2ccccc12)C(=O)CN(C(=O)Nc1cccc(C)c1C)C(C)C | -5.6 | 6.4 | -6.7
O=C(COC(=O)C=Cc1ccc2c(c1)OCO2)NC1CCCCC1 | / | 3.7 | -5.5
COc1cccc(C(NC(=O)C2CCN(CC(C)C)CC2)c2ccccn2)c1 (stereo unspecified) | -3.2 | 10.7 | -6.4
O=C1NCC2(CCCN(C(=O)CCc3c[nH]c4ccccc34)CC2)O1 (stereo unspecified) | / | -3.3 | -3.5
NC(=O)NCc1cn(C2CCN(Cc3ccc(Cl)cc3Cl)CC2)nn1 | / | 20.9 | -6.8
C=C(Cl)CNC(=O)/C=C/c1ccc(S(=O)(=O)NCC)cc1 | -12.8 | -8.5 | -7.3
COc1cccc(CNCc2c(C)nn(-c3ccc(F)cc3)c2C)c1 | / | 0.6 | -7.5
O=C(c1ccc(F)c(F)c1)N1CCOC(COCc2ccccc2F)C1 (stereo unspecified) | -5.3 | -5.4 | -1.7
Cc1ccn2c(=O)c(C(=O)NCC(C)C)c(O)nc2c1 | -7.5 | 4.8 | -7.3
O=C(CCN1C(=O)S/C(=C/c2ccccc2)C1=O)NNC(=O)c1cccnc1 | -5.3 | 15.7 | -3.9
COc1ccc(CN(Cc2ccc(F)cc2)CC(O)COCc2ccccc2)cc1 (stereo unspecified) | -3.6 | 31.9 | -6.2
CCn1cc(C(=O)N2CCc3c([nH]c4ccccc34)C2c2ccccc2F)cn1 (stereo unspecified) | -3.7 | -1.9 | -0.1
Cc1nnc(Nc2ccccc2O)c2ccccc12 | -7.1 | 2.4 | -3.4
CC(C)(C)NC(=O)C1CCN(S(=O)(=O)c2ccc3c(c2)CCCC3)CC1 | -2.1 | 4.6 | 2.2
Cc1ccc(-n2ccnc2SCc2cc(=O)n3nc(C)sc3n2)c(C)c1 | / | -0.2 | -1.0
O=C1C2CCCOC2C1(c1ccccc1)c1ccccc1 (stereo unspecified) | / | 5.5 | -7.0
CCCCn1c(C(=O)NCc2cccnc2)cc2c(=O)n(C)c(=O)n(C)c21 | -9.1 | -3.4 | -7.4
CCOC(=O)c1cc([C@@H](C)CCC=C(C)C)sc1NC(=O)c1ccc(Cl)c(Cl)c1 | 1.3 | 3.6 | 2.2
O=C(NN=C1CCCCC1)NC1CCCCC1 | / | -3.7 | -5.9
CC=CCn1c(=O)c2c(nc3oc(-c4ccccc4)cn32)n(C)c1=O | / | 2.1 | -11.6
Cc1nc(-c2cccs2)sc1C(=O)N1CCN(CC(=O)N2CCCC2)CC1 | / | 5.0 | -2.9
O=C(CN(Cc1ccccc1F)C1CC1)Nc1c(Cl)cccc1C(F)(F)F | -8.5 | -7.4 | -6.3

All compounds of this part (from the top)
SMILES | mcGAS inh | NPYLR7 agonist | hcGAS inh
CCC(C)CN(C)c1ccc(F)cc1CNCc1nncn1CC (stereo unspecified) | / | 2.5 | 0.5
COc1ccccc1CN(CCc1c[nH]c2ccccc12)C(=O)CN(C(=O)Nc1cccc(C)c1C)C(C)C | -5.6 | 6.4 | -6.7
O=C(COC(=O)C=Cc1ccc2c(c1)OCO2)NC1CCCCC1 | / | 3.7 | -5.5
COc1cccc(C(NC(=O)C2CCN(CC(C)C)CC2)c2ccccn2)c1 (stereo unspecified) | -3.2 | 10.7 | -6.4
O=C1NCC2(CCCN(C(=O)CCc3c[nH]c4ccccc34)CC2)O1 (stereo unspecified) | / | -3.3 | -3.5
NC(=O)NCc1cn(C2CCN(Cc3ccc(Cl)cc3Cl)CC2)nn1 | / | 20.9 | -6.8
C=C(Cl)CNC(=O)/C=C/c1ccc(S(=O)(=O)NCC)cc1 | -12.8 | -8.5 | -7.3
COc1cccc(CNCc2c(C)nn(-c3ccc(F)cc3)c2C)c1 | / | 0.6 | -7.5
O=C(c1ccc(F)c(F)c1)N1CCOC(COCc2ccccc2F)C1 (stereo unspecified) | -5.3 | -5.4 | -1.7
Cc1ccn2c(=O)c(C(=O)NCC(C)C)c(O)nc2c1 | -7.5 | 4.8 | -7.3
O=C(CCN1C(=O)S/C(=C/c2ccccc2)C1=O)NNC(=O)c1cccnc1 | -5.3 | 15.7 | -3.9
COc1ccc(CN(Cc2ccc(F)cc2)CC(O)COCc2ccccc2)cc1 (stereo unspecified) | -3.6 | 31.9 | -6.2
CCn1cc(C(=O)N2CCc3c([nH]c4ccccc34)C2c2ccccc2F)cn1 (stereo unspecified) | -3.7 | -1.9 | -0.1
Cc1nnc(Nc2ccccc2O)c2ccccc12 | -7.1 | 2.4 | -3.4
CC(C)(C)NC(=O)C1CCN(S(=O)(=O)c2ccc3c(c2)CCCC3)CC1 | -2.1 | 4.6 | 2.2
Cc1ccc(-n2ccnc2SCc2cc(=O)n3nc(C)sc3n2)c(C)c1 | / | -0.2 | -1.0
O=C1C2CCCOC2C1(c1ccccc1)c1ccccc1 (stereo unspecified) | / | 5.5 | -7.0
CCCCn1c(C(=O)NCc2cccnc2)cc2c(=O)n(C)c(=O)n(C)c21 | -9.1 | -3.4 | -7.4
CCOC(=O)c1cc([C@@H](C)CCC=C(C)C)sc1NC(=O)c1ccc(Cl)c(Cl)c1 | 1.3 | 3.6 | 2.2
O=C(NN=C1CCCCC1)NC1CCCCC1 | / | -3.7 | -5.9
CC=CCn1c(=O)c2c(nc3oc(-c4ccccc4)cn32)n(C)c1=O | / | 2.1 | -11.6
Cc1nc(-c2cccs2)sc1C(=O)N1CCN(CC(=O)N2CCCC2)CC1 | / | 5.0 | -2.9
O=C(CN(Cc1ccccc1F)C1CC1)Nc1c(Cl)cccc1C(F)(F)F | -8.5 | -7.4 | -6.3
Cn1c(=O)[nH]c(=O)c2c1nc(N1CCN(Cc3ccc(F)cc3)CC1)n2Cc1ccccc1 | / | -0.4 | -2.0
CCOc1ccc(NS(=O)(=O)c2ccc(S(C)(=O)=O)cc2)cc1OCC | / | 7.4 | -4.2
CC(C)c1ccc(CC(=O)N2CCC2(C)C(=O)NCc2cccc3ccccc23)cc1 (stereo unspecified) | / | -1.7 | -9.4
COc1cccc(C(=O)c2c(N)c(C(=O)Nc3ccccc3C(F)(F)F)c3ccccn23)c1 | -7.4 | -2.4 | -6.8
CC(C)(C)N(CC1CCCCC1=O)C(=O)OCc1ccccc1 (stereo unspecified) | / | 6.7 | -8.2
CCn1c(Cc2ccccc2)nnc1SCc1ccc(C(=O)NC2CC2)cc1 | -4.7 | 38.6 | -10.2
CCCCNC(=O)CN(C)c1nc(-c2cccnc2)nc2c1cnn2C | -9.1 | 4.6 | -6.5
O=C(N1CCCC(O)(CO)CC1)C1(c2ccccc2)CCCCC1 (stereo unspecified) | / | -1.9 | 3.8
CCOCCn1c(=NC(=O)c2ccc(SC)cc2)sc2cc(S(C)(=O)=O)ccc21 | / | 12.6 | -2.2
COC[C@H]1C[C@H]2C[C@@H](OC)[C@H](N3CCN(c4ccncc4)CC3)[C@]2(O)CO1 | -1.9 | 1.0 | -3.1
O=C(CN1CCN(C(=O)c2cccs2)CC1)NC(=O)NCc1ccco1 | -5.4 | 9.5 | -8.6
Nc1ncc(-c2ccccc2Oc2ccccc2)cc1-c1ccc(O)cc1 | -2.6 | -1.9 | -7.0
O=C(NCC1CCCO1)c1ccc(-c2cc(-c3ccc(N4CCCCC4)cc3)n[nH]2)cc1 (stereo unspecified) | -1.1 | -5.4 | 0.2
Cc1nc2ccc(C(=O)N3CC[C@@H](c4sccc4C)[C@H](O)C3)cc2[nH]1 | -12.4 | 8.1 | -5.8
Cc1ccc2nc(N3CCC(C(=O)NCCc4cccc(F)c4)CC3)nc(C)c2c1 | -17.0 | -1.1 | 0.8
Cc1c(C(=O)N(C)Cc2cc(-c3ccccc3)no2)oc2c(F)cccc12 | -13.2 | 3.3 | 0.6
O=c1[nH]nc(C2CCN(C/C=C/c3ccco3)CC2)n1Cc1ccccc1 | -17.0 | 20.3 | -7.4
COCC(C)Nc1ncnc2c1c(-c1ccccc1)cn2-c1ccc(F)cc1 (stereo unspecified) | -7.5 | -1.6 | -2.8
CN(C)c1ccc(N)cc1CN(CC1CCCO1)S(C)(=O)=O (stereo unspecified) | -6.1 | 4.5 | -1.8
CN(C)c1nc(Cl)c(CN2CCCC(CO)(CCc3ccccc3)C2)s1 (stereo unspecified) | -10.4 | 3.3 | -9.5
CCc1nnc(-c2cc3ccccc3n2Cc2ccccc2F)o1 | -7.1 | 3.9 | -2.1
CC1CC1C(=O)N1CCN(C(=O)C2SCCc3ccccc32)CC1 (stereo unspecified) | / | -5.3 | -1.1
CC[C@H](C)[C@H](NC1CCN(c2ccc(NC(=O)C3CCCC3)cc2)CC1)C(=O)OC | -10.9 | 2.2 | -4.7
Cc1cc(C(=O)N(Cc2cccnc2)CC2CCN(Cc3ccccc3C)CC2)nc(C)n1 | -2.4 | / | -1.4
Cc1nc(-c2cccc(-c3n[nH]c(CCc4ccccc4)n3)c2)no1 | / | 12.5 | -2.6
COc1ncccc1CN1CCN(c2cncc(C(N)=O)n2)CC1 | / | 5.4 | -3.5
CC1CC(C(F)(F)F)n2nc(C(=O)O)cc2N1 (stereo unspecified) | -3.8 | 0.0 | -1.3

(next part)
SMILES | mcGAS inh | NPYLR7 agonist | hcGAS inh
Cc1noc(C)c1S(=O)(=O)Nc1ccc2c(c1)OCCCO2 | / | -5.3 | -9.5
CCCN(CC(=O)N(Cc1ccccc1)Cc1cccn1Cc1ccc(F)cc1)C(=O)COc1ccccc1 | -4.5 | -5.0 | -2.9
O=S(=O)(c1ccc(F)cc1)N1CCN(c2nc(-c3cccc(Br)c3)nc3ccccc23)CC1 | -4.7 | 28.7 | -7.3
COc1ccc(N2CCN(C(=O)Nc3cccc(Cl)c3)C(C)C2=O)c(OC)c1 (stereo unspecified) | -3.0 | 6.7 | -4.3
O=c1cc(CP(=O)(c2ccccc2)c2ccccc2)[nH][nH]1 | -10.9 | 1.5 | -8.1
CC(C)NC(=O)NCCc1ncc(-c2ccccc2)[nH]1 | / | 1.0 | -7.5
Cc1ccc(C)n1CCN(C(C)C)C(C)C | / | -7.6 | -18.1
N#CC(C#N)C1=Nc2ccccc2CCC1 | -6.1 | 1.6 | -3.8
NC(COCc1ccccc1)c1csc(Nc2ccccn2)n1 (stereo unspecified) | / | 8.1 | -5.6
CCC(Sc1n[nH]c(=O)[nH]c1=O)C(=O)OC (stereo unspecified) | -2.9 | 11.3 | -2.3
CCNC(=O)c1ccc(N2CCN(Cc3nccn3C(C)C)CC2)nc1 | / | -3.7 | -4.6
COCC(=O)N1CCC(=O)N(C2CCCC2)Cc2ccccc21 | -2.7 | -10.0 | 7.6
Cc1ccc(C(=O)O)cc1Oc1nc(Cc2ccc(F)cc2)ns1 | / | 11.5 | -1.7
CCOC(=O)c1nn(Cc2ccccn2)c2c1CN(C(C)CC(F)(F)F)CC2 (stereo unspecified) | / | -4.3 | -4.7
O=S(=O)(NC1CCCCC1)c1cccc(C(F)(F)F)c1 | / | -3.3 | -7.9
COc1ccc(CC(=O)NCc2nnnn2-c2ccc(C)c(C)c2)cc1 | -7.6 | 3.6 | -6.6
CN(C)S(=O)(=O)c1ccc(-c2csc(N3CCCCC3)n2)cc1 | -5.8 | 1.8 | -0.9
C=CCn1c(SCc2ccc(C(=O)O)cc2)nnc1-c1cccc(OC)c1 | -6.0 | 0.4 | -6.0
COc1ccccc1C(NC(=O)c1cnc2ccccn2c1=O)c1nccn1C (stereo unspecified) | -11.0 | 0.3 | -4.5
Cc1ccc(F)c(CC(=O)N2CCOC(COc3cccc(C(F)(F)F)c3)C2)c1F (stereo unspecified) | -5.3 | 4.9 | -2.7
COc1cc(CN2CCN(Cc3cccc4nonc34)CC2CCO)cc(OC)c1 (stereo unspecified) | / | 2.7 | -5.1
O=C(c1ccccc1Cl)N1CCCC(OCC2CC2)C1 (stereo unspecified) | -2.8 | -5.8 | -3.8
COc1cccc(O)c1CN(Cc1ccsc1)CC1CCCO1 (stereo unspecified) | / | -5.2 | -3.6
COc1cc(-c2nc3ccc(Br)cn3c2NC(C)(C)CC(C)(C)C)ccc1OS(=O)(=O)c1ccc2ccccc2c1 | -5.5 | 10.2 | -4.1
COc1ccccc1CN1C(=O)C(C)ON=C1c1ccccc1F (stereo unspecified) | / | -1.5 | 11.0
C=CCN(CC(=O)Nc1ccccc1C#N)S(=O)(=O)c1c(C)cc(C)cc1C | -4.7 | 0.7 | -5.3
CCC(C)NC(=O)C(CC)n1nc(C)n2c(cc3sccc32)c1=O (stereo unspecified) | -4.8 | -1.9 | -9.6
O=C(NCc1ccco1)N1CCN(C(c2ccccc2)c2ccc(Br)cc2)CC1 (stereo unspecified) | -8.3 | 6.1 | -6.7
Cc1nc2c(C(=O)N3CCc4[nH]nc(-c5cccc(F)c5)c4C3)cccc2[nH]1 | / | 0.0 | -4.6
COCCN(CCOC)C(=O)Nc1cc(OC)ccc1OC | -4.9 | -3.5 | -8.2

Single records, from the list above.
Profile of O=C(COC(=O)C=Cc1ccc2c(c1)OCO2)NC1CCCCC1 = mcGAS inh: /; NPYLR7 agonist: 3.7; hcGAS inh: -5.5
Profile of CC(C)(C)NC(=O)C1CCN(S(=O)(=O)c2ccc3c(c2)CCCC3)CC1 = mcGAS inh: -2.1; NPYLR7 agonist: 4.6; hcGAS inh: 2.2
